# SNCA viab count: cell viability loss counter-screen; HEK-293-SNCA-luc viability, GF-AFC fluorescence, 24 h; Potency, µM (titrated, usually from 57.1 µM), inactives show top-dose activity change, negative = cytotoxicity, usual class: cytotoxic; 0.12% of 150,000 active; AID 1671193;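 also: potency is read from the fitted curve at half-maximal effect; 0% = DMSO-treated cells and -100% = medium-only wells without cells; nearly all actives have a fitted effect of over 30% in size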
#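 HEK-293-SNCA-luc cells (1500/well) plated 24 h, then exposed 24 h to a dilution series; GF-AFC added 30 min at 37C, fluorescence 405/540 nm; normalised to medium-only and DMSO wells, Hill fit.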
# GPT2 inhibitor: blocks human glutamate pyruvate transaminase 2; Recombinant GPT2, coupled pyruvate oxidase/HRP Amplex Red fluorescence; Potency, µM (doses to about 57.7 µM), for inactives: top-dose activity change, negative = inhibition, hits mostly inhibitors; 0.25% of 100,000 active; also: potency is read from the fitted curve at half-maximal effect; nearly all actives have a fitted effect of over 60% in size; many of its hits are not listed in these tables
# Target sequence (Q8TD30 whole entry, looked up): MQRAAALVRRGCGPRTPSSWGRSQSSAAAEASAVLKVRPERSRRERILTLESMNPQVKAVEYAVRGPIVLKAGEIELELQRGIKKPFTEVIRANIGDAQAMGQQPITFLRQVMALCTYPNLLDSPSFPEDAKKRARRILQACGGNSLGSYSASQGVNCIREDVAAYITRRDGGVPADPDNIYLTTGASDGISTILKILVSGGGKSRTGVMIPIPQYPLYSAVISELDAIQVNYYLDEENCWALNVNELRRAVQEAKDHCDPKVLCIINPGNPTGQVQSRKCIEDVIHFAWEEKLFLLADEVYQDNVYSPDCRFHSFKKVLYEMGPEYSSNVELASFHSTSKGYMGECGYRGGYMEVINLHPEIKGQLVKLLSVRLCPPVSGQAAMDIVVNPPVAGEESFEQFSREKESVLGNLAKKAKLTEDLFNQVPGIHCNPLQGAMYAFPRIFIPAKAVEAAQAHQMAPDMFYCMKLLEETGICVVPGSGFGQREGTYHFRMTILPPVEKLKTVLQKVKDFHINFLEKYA
#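 Inhibition is scored from Amplex Red fluorescence generated when pyruvate oxidase and HRP act on pyruvate released by GPT2. Reactions contain 10ng/uL enzyme, 250uM a-KG and 2mM L-alanine and run 30 min at room temperature.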
# SNCA expr inhib: SNCA gene expression inhibition. AID 1671194. HEK-293 SNCA-luciferase knock-in, luminescence, 24 h. 0.17% of 140,000 active. Potency, µM (titrated, usually from 57.2 µM), without a hit: at the highest dose activity change, negative = inhibition, actives largely listed as inhibitors;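 also: potency is read from the fitted curve at half-maximal effect; plate controls were DMSO cells for no effect and cell-free wells for full effect; nearly all actives have a fitted effect of over 45% in size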
# NIH3T3 tox: kills NIH 3T3 cells. NIH 3T3 viability, CellTiter-Glo ATP luminescence, 48-72 h. Potency, µM (top dose mostly 96.7 µM), for the others: top-dose activity change, negative = cytotoxicity, most hits filed as inhibitors. 4.3% of 94,000 active. AID 1345082; also: potency is read from the fitted curve at half-maximal effect; nearly all actives have a fitted effect of over 55% in size
#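 ATP-dependent luminescence (CellTiter-Glo) served as the viability signal for NIH 3T3 cells treated with compound for 48 or 72 hr at 37 °C.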
# IP6K1 inhibitor: inhibitors of human IP6K1 | Q92551 | IP6K1 kinase, ADP-Glo luminescence, 2 h; active compounds read low | activity change, % (series mostly up to about 58 µM) | 0.81% of 140,000 active; in the data active = activity change below about -25%
# Target sequence (Q92551 whole entry, looked up): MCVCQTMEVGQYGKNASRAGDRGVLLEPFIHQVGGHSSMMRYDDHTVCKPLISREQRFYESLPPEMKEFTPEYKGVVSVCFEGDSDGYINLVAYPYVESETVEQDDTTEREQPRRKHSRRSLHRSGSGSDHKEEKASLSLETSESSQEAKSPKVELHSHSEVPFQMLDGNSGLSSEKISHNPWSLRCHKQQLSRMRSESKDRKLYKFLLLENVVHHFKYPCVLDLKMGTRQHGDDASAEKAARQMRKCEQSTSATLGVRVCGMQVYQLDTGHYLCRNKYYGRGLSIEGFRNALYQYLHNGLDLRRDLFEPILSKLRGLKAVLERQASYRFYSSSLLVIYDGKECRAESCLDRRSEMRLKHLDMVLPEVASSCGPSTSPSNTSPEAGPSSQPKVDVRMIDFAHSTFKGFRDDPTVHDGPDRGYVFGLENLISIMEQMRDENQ
#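 ADP-Glo luminescence measures ADP made by human IP6K1 during a 2 h RT reaction with ATP/IP6 (mix at 1.3 mM/130 uM); top library doses 57.5 and 19.1 uM final.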
# FLuc inh: blocks purified firefly luciferase enzyme activity; Potency, µM (top dose mostly 115 µM), without a hit: at the highest dose activity change, negative = inhibition, actives largely listed as inhibitors; P08659; 2.5% of 76,000 active; AID 1347043; purified P. pyralis luciferase, luminescence, biochemical; also: potency is read from the fitted curve at half-maximal effect; nearly all actives have a fitted effect of over 65% in size
#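 FLuc 10nM, D-luciferin 10uM, ATP 10uM, Mg acetate 10mM, Tris acetate pH 7.5, Tween/BSA; cpd qHTS; enzyme added last; CCD luminescence.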
# HEK cytotox: kills HEK 293 cells; HEK 293 viability, ATP luminescence (CellTiter-Glo), 48-72 h; Potency, µM (series often up to 115 µM), inactives show at the highest dose activity change, negative = cytotoxicity, hits mostly inhibitors; 6.6% of 94,000 active; AID 1345083; also: potency is read from the fitted curve at half-maximal effect; nearly all actives have a fitted effect of over 60% in size
#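 HEK 293 cells seeded at 250 cells/well were exposed to compound for 48 or 72 hr at 37 degree Celsius. Viability taken as ATP content by CellTiter-Glo luminescence.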
# Starred values were filed as active, the others as inactive; i = inactive; u = inconclusive; x = no result given; [ ] = another dose, or the depositor's remark. Unless noted, calls follow the shape of the dose curve; as a rule, active = well fitted curve in the direction sought with a large enough effect; inconclusive = small, poorly fitted or top-dose-only effect, or another doubt; inactive = no such curve, though single readings can be large; an effect the other way counts as inactive or inconclusive. Unless noted, % is scaled to controls: 0 for no effect and ±100 for the full control effect.
SMILES,SNCA viab count,GPT2 inhibitor,SNCA expr inhib,NIH3T3 tox,IP6K1 inhibitor,FLuc inh,HEK cytotox
CN(C)c1ccc(C(=O)NC2CCCN(c3cc(-c4ccccc4)[nH]n3)C2)cc1 (stereo unspecified),-26%,-25%,29%,u,7,28µM*,u
O=C(NCc1nnc2ccc(-c3ccc(Cl)cc3)nn12)C1(c2ccccc2)CC1,-12%,i,14%,u,19,-1%,u
Cc1nc2ncccn2c1C(=O)N1CCC(c2nccn2CC(N)=O)CC1,3%,-21%,-3%,1%,-2,7%,-18%
Cc1ccc(N2C(=O)c3[nH]nc(-c4ccc(Cl)cc4)c3C2c2ccc(F)cc2)cc1 (stereo unspecified),-30%,x,u,x,-6,x,x
COc1ccccc1CNC(=O)c1ccc2nc(CCc3ccccc3)oc2c1,-1%,x,-4%,x,-4,x,x
Nc1cccc(-c2ccc(N3CCCCC3)nn2)c1,-10%,-5%,1.8µM*,35µM*,-27*,0.4µM*,35µM*
CN(c1ccccc1)c1ccc2nnc(-c3cc(C(=O)NC4CCOCC4)ccn3)n2n1,-5%[87.6 µM],i,3%[87.6 µM],u,6,-24%[172 µM],-25%[172 µM]
COc1ccc(NC(=O)c2ccc3c(c2)CCN3S(=O)(=O)c2ccc(C)cc2)cc1Cl,20%,x,23%,x,16,x,x
O=C(Cn1ccn2nc3c(c2c1=O)CCCCC3)Nc1ccccc1,-5%,1%,-18%,-4%,8,-22%,-7%
CN1CCC(N2CC[C@H](c3nc4ccc(C#N)cc4[nH]3)C2)CC1,-1%[87.6 µM],1%[88.5 µM],-19%[87.6 µM],0%[138 µM],-11,0%[172 µM],-13%[172 µM]
CCc1cccc(OCC(=O)c2ccc3c(c2)N(CCCC(=O)N2CCOCC2)C(=O)CO3)c1,1%,i,4%,u,-9,-4%,u
COc1ccc(OCc2nc3c(n2Cc2ccccc2)C(=O)N(CC2CC2)CCN3)cc1OC,-17%,-17%,-1%,u,-6,-23%,u
CC(C)c1nc2c(c(-c3ccc(O)cc3)n1)CCN(Cc1ccsc1)CC2,3%,-3%,-10%,u,12,6%,u
COc1ccc(-c2nc3ccccc3n2Cc2ccccc2)cc1,-12%,x,-14%,x,4,x,x
COc1cccc(CNS(=O)(=O)c2ccc3[nH]c4c(c3c2)CCCCC4)c1,13%,x,-16%,x,16,x,x
CN(CCNC(=O)c1cccnc1N1CC2CC(C1)[C@H]1CCCC(=O)N1C2)C1CCCCC1 (stereo partly specified),-5%,0%,-7%,u,5,0%,u
COCCc1noc(-c2nc(-c3ccc4c(c3)OCO4)no2)n1,4%,i,41%[activator],-4%,-2,18µM*,u
COc1ccc(OCCn2c(C)nc3cc(C)c(C)cc32)cc1,9%,x,13%,x,-3,x,x
CN1C(=O)c2cccn2CC1CNC(=O)c1cn[nH]c1-c1ccccc1 (stereo unspecified),4%,-8%,0%,-5%,-6,2%,-16%
CCCNC(=O)NC[C@H]1O[C@@H]2C[C@@H](CC(=O)NCCOC)O[C@@H]2[C@@H]1O,2%[87.6 µM],i,13%[87.6 µM],i,-1,-6%[172 µM],i
Cc1ccc(NC(=O)Cn2c(N3CCN(c4ccccc4)CC3)nc(C)cc2=O)c(C)c1,4%,i,14%,2%,-2,13%,3%
CCOc1ccc(CCNC(=O)c2c(C)oc3ncnc(N4CCOCC4)c23)cc1,5%,x,1%,x,-9,x,x
CN(C)CC[C@H](c1ccc(Cl)cc1)c1ccccn1,-10%,u,18%,x,x,x,x
COc1ccc(-c2ccc3c(c2)C(=O)N2CCN(C(=O)C4CCNCC4)C[C@@H]2C(=O)N3)c(OC)c1,4%,-13%,33%[activator],4%,-1,12%,-16%
CN(C(=O)Cn1c(=O)oc2ccccc21)C1CCc2nn(C)c(=O)n2CC1 (stereo unspecified),6%,i,-8%,i,-13,8%,i
CCN(C(=O)CSc1nc2ccccc2n1Cc1cc(C)ccc1C)c1ccccc1,4%,x,-16%,x,16,x,x
COc1ccccc1NC(=O)Nc1ccc2ccccc2c1,-37%,i,x,x,-15,x,x
Cc1ccccc1CC(=O)NC1CCN(c2cc(-c3ccccc3)[nH]n2)C1 (stereo unspecified),-7%,-21%,7%,u,0,9%,u
CCc1ccc(-n2nc3cc(C)c(NC(=O)c4ccccc4C)cc3n2)cc1,8%,x,116%[activator],x,17,x,x
Cc1noc(C)c1[S+](=O)([O-])N1CCCC1C(=O)N1CCC(N2Cc3cccn3C2=O)CC1 (stereo unspecified),-1%,i,13%,-12%,14,x,i
CCC1=Nc2cc(C(=O)NCCN(CC)CC)ccc2Sc2ccccc21,3%,x,-27%,x,9,x,x
Cc1ccc(-c2nc(Cn3c(SCc4ccc(F)cc4)nc4cccnc43)c(C)o2)cc1,-26%,x,1%,x,10,x,x
O=C(Nc1cccc(Cl)c1)c1cnc2sc(N3CCCC3)nn2c1=O,14%,x,5%,x,0,x,x
COc1ccc(CC(=O)N(C)Cc2cccc(C(F)(F)F)c2)cc1,1%[87.6 µM],-20%[88.5 µM],3%[87.6 µM],u,0,-5%[172 µM],u
CCCCCC(=O)N1[C@@H](c2ccccc2)[C@@H](CO)C[C@]12CCCCN(CCOC)C2=O,x,x,x,-21%,-3,x,u
CN(C)c1ccc(C(=O)N2CCCC(n3cc(-c4nc(C5CC5)no4)nn3)C2)cc1 (stereo unspecified),1%,i,20%,-13%,14,6%,-8%
O=C(C1CCCC1)N1CCC2(CN[S+](=O)([O-])c3ccccc3N2)C1 (stereo unspecified),3%,i,4%,2%,-9,8%,i
CC(CCc1ccccc1)NC(=O)c1ccc(Cn2ccn3nc4c(c3c2=O)CCCC4)cc1 (stereo unspecified),-2%,i,-21%,u,23,-1%,u
O=C(N[C@H]1[C@H](O)[C@H](O)C[C@@H]1c1cccnc1)c1ccccn1,5%[87.6 µM],-2%[88.5 µM],30%[87.6 µM],i,2,-2%[172 µM],i
COCc1nc2nccc(-c3ccc4c(c3)OCCCO4)n2n1,-3%,-8%,13%,0%,6,-24%,-3%
NC(=O)[C@@H]1CCCN1CC[C@H]1CN(C(=O)c2ccc(F)cc2)CC[C@H]1CC(=O)O,4%[87.6 µM],-11%[88.5 µM],4%[87.6 µM],i,8,-7%[172 µM],-30%[172 µM]
COCCC1(NC(=O)c2ccoc2)CCN(CC2CC2)CC1,-9%,-25%,12%,-5%,-4,2%,-3%
COc1cccc(C(=O)N2CCC(OC3CCN(S(C)(=O)=O)CC3)CC2)c1,6%,-7%,2%,-2%,3,0%,8%
Cc1ccc(-c2ccccc2CN2CCN(C(=O)NC(C)C)CC2)cc1Cl,7%[12.5 µM],5%,26%,u,-10,x,u
Cc1ncc2c(c1CNC(=O)Cc1ccsc1)CCN(C(=O)Cc1c(F)ccc(F)c1F)C2,-3%,-1%,-2%,i,12,12%,3%
CCOC(=O)c1cccc(NC(=O)CCCn2nc(C)c3c(C)n(-c4ccccc4)nc3c2=O)c1,-1%,x,-10%,x,-100*,x,x
CNC(=O)c1ccc(CNc2cc(C3CC(O)C3)nc(N)n2)o1 (stereo unspecified),-6%,i,6%,-7%,10,-8%,i
Cc1cc(S(=O)(=O)Nc2cc3c(cc2N2CCOCC2)n(C)c(=O)c(=O)n3C)ccc1F,-19%,x,-4%,x,-9,x,x
COc1cc(-c2noc(C3CC(=O)N(c4ccc5c(c4)OCCO5)C3)n2)cc(OC)c1OC (stereo unspecified),-11%,x,41%[activator],x,4,x,x
CNC(=O)c1ccc(NC(=O)c2nsc3ccccc23)cc1,-7%,x,-71%,x,-27*,x,x
CCNC(=O)N1CCC(OC2CCN(Cc3ccccc3)CC2)CC1,-7%,i,-9%,-4%,-6,10%,-7%
CCCN(CC1CC1)C(=O)c1ccc2c(c1)C(O)CCCCCN2C (stereo unspecified),10%,-5%,-13%,u,3,-10%,u
COc1cccc([S+](=O)([O-])N2CCc3nc(C4CC4)nc(-c4ccc(Cl)cc4)c3C2)c1,-14%,i,-19%,u,-16,x,u
COc1cc(NC(=S)N[C@H]2CO[C@H]3[C@@H]2OC[C@@H]3n2nnnc2Oc2ccc(-n3cncn3)cc2)cc(OC)c1,1%,-5%,-2%,u,4,-6%,-17%
Cc1cc(C(F)F)n2nc(C(=O)Nc3ccc(F)c(Cl)c3)nc2n1,7%,x,65%[activator],x,26,x,x
O=C(COc1ccc(F)cc1F)N1CCCC(Cc2nc3ccccc3[nH]2)C1 (stereo unspecified),-17%,-8%,-19%,u,10,-5%,u
CCCn1c(C)c(CC(=O)N2CCOCC2)c2c1CC(C)(C)CC2=O,6%,i,4%,0%,4,2%,-7%
Fc1ccc(-c2nnc3ccc(NCCc4ccccn4)nn23)nc1,10%[87.6 µM],3%[88.5 µM],-15%[87.6 µM],u,-20,13%[172 µM],-27%[172 µM]
COc1cccc2c1Oc1ncccc1N(C(=O)CCC(=O)NCc1ccc(C)cc1)C2,-6%,x,15%,x,4,x,x
CCn1ncc(N2CCCC(CC(=O)NC3CCCC3)C2)cc1=O (stereo unspecified),-9%,2%,-25%,-8%,27,0%,10%
# (list continues)
SMILES,SNCA viab count,GPT2 inhibitor,SNCA expr inhib,NIH3T3 tox,IP6K1 inhibitor,FLuc inh,HEK cytotox
O=C(CN1CCCC1)N[C@H]1CC[C@H](Nc2nccc(-c3cccnc3)n2)C1,-13%,4%,16%,u,7,-2%,45µM*
C/C=C(/C=C(C)/C=C/C=C/C=C(\C)C(=O)C12OC1C(O)(CCO)NC2=O)C(=O)OC (stereo unspecified),-4%[23.9 µM],i,x,x,11,x,x
O=C(c1ccc(Cl)cc1)N1CC2(CCCN2Cc2ccc(C(F)(F)F)cc2)Cc2ccccc21 (stereo unspecified),-8%,2%,5%,u,-10,x,u
O=S(=O)(c1ccc(Cl)cc1)c1nc(-c2ccccc2F)oc1NCc1ccccc1,2%,x,u,x,-4,x,x
O=C(c1ccc(F)cc1)N1CCC(Cc2nc(C3CCOCC3)no2)CC1,-2%,2%,u,u,7,-5%,u
COCCN1C[C@H]2COc3ccccc3[C@H]2N(C(=O)c2ccccc2OC)CCC1=O,x,x,x,u,-6,x,-21%

# Source: PubChem

# This is a subset; rates above refer to the full screens.
